# Source: PubChem (National Center for Advancing Translational Sciences (NCATS))
# SW480 rerep: A quantitative high throughput screen for small molecules that induce DNA re-replication in SW480 colon adenocarcinoma cells; SW480 DNA re-replication, Hoechst DNA content imaging, 48 h; AID 624297, 2012; 340,000 tested, 1.8% active; Potency, µM (titrated, usually from 46.1 µM), without a hit: top-dose re-replication activation, usual class: activators; note: % of control where 0% means no effect; nearly all actives have a fitted effect of over 55% in size
#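 Hoechst fluorescence of nuclei (405 nm excitation, 500-530 nm emission) measured by plate-scanning imager after 48 hr compound exposure at 37 C; re-replication scored as increased number of nuclei with elevated intensity.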
# HEK293 tox: qHTS of GLP-1 Receptor Inverse Agonists: Cytotox Screen; Potency, µM (top dose mostly 38.3 µM), without a hit: top-dose activity change, negative = inhibition, hits mostly inhibitors; 410,000 tested, 0.13% active; HEK293 cAMP-luciferase reporter cells, luminescence, 24 h;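 note: loss of luciferase light is scored as toxicity; % is set by controls: 0 for no effect and ±100 for the full control effect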
#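 Cells in DMEM/10% Nu serum/1% pen-strep, 1536-well format. Pre-incubated 12 h, dosed with 23 nL compound, incubated a further 24 h. Luciferase detection, 12 min at room temp, luminescence.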
# GLP1R inv ag: qHTS of GLP-1 Receptor Inverse Agonists (Inhibition Mode); Potency, µM (highest dose often 38.3 µM), for the others: at the highest dose activity change, negative = inhibition, usual class: inhibitors; 410,000 tested, 1.6% active; AID 624417, 2012; HEK293 GLP-1R CRE-luciferase, luminescence, 24 h; GLP-1R form is constitutively active; Glucagon-like peptide 1 receptor (Homo sapiens), P43220; note: % is set by controls: 0 for no effect and ±100 for the full control effect; nearly all actives have a fitted effect of over 55% in size
# Target sequence (P43220 whole entry, looked up): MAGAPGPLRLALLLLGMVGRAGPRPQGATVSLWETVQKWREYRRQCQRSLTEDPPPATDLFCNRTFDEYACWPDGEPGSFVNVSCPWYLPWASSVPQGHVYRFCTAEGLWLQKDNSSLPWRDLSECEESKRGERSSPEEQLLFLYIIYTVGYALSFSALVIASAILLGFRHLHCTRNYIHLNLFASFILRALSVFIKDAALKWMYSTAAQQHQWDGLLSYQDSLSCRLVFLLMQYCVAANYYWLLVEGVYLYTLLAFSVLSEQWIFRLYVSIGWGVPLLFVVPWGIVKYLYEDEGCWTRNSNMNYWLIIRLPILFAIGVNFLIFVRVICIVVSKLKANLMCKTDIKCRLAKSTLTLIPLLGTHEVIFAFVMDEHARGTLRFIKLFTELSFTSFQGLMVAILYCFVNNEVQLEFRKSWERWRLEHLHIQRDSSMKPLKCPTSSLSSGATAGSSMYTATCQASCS
#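 qHTS in 1536-well format: reporter HEK293 cells expressing constitutive GLP-1R activity in DMEM + 10% Nu serum, 24 hr with compounds at 37 deg C, luminescence read after 12 min with detection reagent.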
# HT1080-NT tox: qHTS for induction of synthetic lethality in tumor cells producing 2HG: qHTS for the HT-1080-NT fibrosarcoma cell line; HT-1080-NT fibrosarcoma viability, CellTiter-Glo ATP luminescence, 48 h; 360,000 tested, 1.6% active; AID 686970, 2013; Potency, µM (titrated, usually from 46.1 µM), inactives show top-dose activity, negative = less viability, most hits filed as cytotoxic;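 note: NT is the 2HG producing partner of a matched IDH1 knockdown line; 0% = DMSO-treated cells and -100% = media-only wells without cells; nearly all actives have a fitted effect of over 55% in size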
#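 Read-out is CellTiter-Glo luminescence after 10 minutes at room temperature, following 48 hours' compound treatment of HT-1080-NT cells (750 cells/well, RPMI, 5% FBS, 37 degrees C).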
# KB-V1 MDR tox: qHTS assay for MDR1-selective chemotherapeutics: Primary screen using the drug-selected MDR subline cells KB-V1. KB-V1 MDR cells viability, CellTiter-Glo, 72 h. Potency, µM (series often up to 46.1 µM), without a hit: at the highest dose activity change, negative = cytotoxicity, hits mostly cytotoxic. 400,000 tested, 3.4% active. AID 1347076, 2019; note: % is set by controls: 0 for no effect and ±100 for the full control effect; nearly all actives have a fitted effect of over 60% in size
#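 KB-V1 MDR subline cells in DMEM (phenol-red free, 10% FBS) exposed to compounds in qHTS concentration series for 72 h at 37 degrees C. Viability read by CellTiter-Glo luminescence; concentration-effect curves fitted after normalization and correction.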
# KB-3-1 cytotox: qHTS assay for MDR1-selective chemotherapeutics: Primary screen using the parental adenocarcinoma cell KB-3-1; KB-3-1 viability, CellTiter-Glo ATP luminescence, 72 h; Potency, µM (titrated, usually from 46.1 µM), for inactives: at the highest dose activity change, negative = cytotoxic, most hits filed as cytotoxic; 400,000 tested, 1.4% active; note: % is set by controls: 0 for no effect and ±100 for the full control effect; nearly all actives have a fitted effect of over 60% in size
#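 Here the drug-naive KB-3-1 line serves as comparator for MDR sub-line selectivity; cells received compound titrations, 72 h at 37 °C, then CellTiter-Glo readout.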
# HT1080 IDH1KD tx: qHTS for induction of synthetic lethality in tumor cells producing 2HG: qHTS for the HT-1080-IDH1KD cell line. AID 686971, 2013. 360,000 tested, 2% active. Potency, µM (series often up to 46.1 µM), inactives show at the top dose activity, negative = toxicity, usual class: cytotoxic. HT-1080 IDH1 knockdown viability, ATP luminescence, 48 h;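 note: 0% = DMSO wells and -100% = cell-free medium wells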
#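 Viability of IDH1-knockdown HT-1080 fibrosarcoma cells was assessed by CellTiter-Glo after 48 h at 37 °C with titrated compound; concentration-effect curves were classified by fit quality and response size.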
# TDP-43 yeast inh: qHTS of TDP-43 Inhibitors | Potency, µM (highest dose often 46.1 µM), inactives show at the top dose growth rescue (activation), usual class: activators | TDP-43 expressing yeast growth rescue, BacTiter-Glo, 24 h | 410,000 tested, 1.8% active; note: % of control where 0% means no effect; nearly all actives have a fitted effect of over 50% in size
#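 Readout is BacTiter-Glo luminescence of cell growth, so inhibitors register as activators. TDP-43-expressing yeast at OD600=0.02 in galactose medium, after raffinose pregrowth to mid-log, were incubated with compound for 24 hr at 30 deg C.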
# GLP1R ag: qHTS of GLP-1 Receptor Agonists; Potency, µM (doses to about 45.6 µM), without a hit: at the top dose activation, usual class: activators; HEK293 GLP-1R CRE-luciferase, luminescence, 4-6 h; cells express a hypersensitive GLP-1R form; 380,000 tested, 0.007% active; Glucagon-like peptide 1 receptor (Homo sapiens), P43220; note: % of control where 0% means no effect
# Starred values were filed as active, the others as inactive; ? = inconclusive; / = not tested or not shown; & = joins results of further samples; [ ] = remark or other dose. Calls come from the whole dose curve; as a rule, active = well fitted curve in the direction sought with a large enough effect; inconclusive = small, poorly fitted or top-dose-only effect, or another doubt; inactive = no such curve, though single readings can be large; an effect the other way counts as inactive or inconclusive. Potency is the fitted concentration of half-maximal effect.
Molecule | HT1080-NT tox | KB-V1 MDR tox | SW480 rerep | TDP-43 yeast inh | GLP1R ag | KB-3-1 cytotox | HEK293 tox | HT1080 IDH1KD tx | GLP1R inv ag
CCOC(=O)C1CCCN(CC(O)COC(c2ccccc2)c2ccccc2)C1 (centres undefined) | -13% | -6% | -4% | 2% | 11% | -13% | 11% | -16% | ?
CCCCC1(CCCC)NC(=S)N(Nc2ccc(C)cc2)C1=O | 1% | -24% | -1% | -24% | -5% | -3% | 2% | -5% | 1%
Cc1ccc(C(=O)Nc2nnc(NC(=S)Nc3ccccc3)s2)cc1 | -21% | ? | -1% | 13% | -6% | 2% | -48%[7.66 µM] | -20% | -19%[7.66 µM]
Oc1ccc(N2CCN(C(=S)NCCc3ccccc3)CC2)cc1 | ? | -17% | ? | 11% | 2% | ? | -15% | 3.7µM* | ?
CN(Cc1cccs1)S(=O)(=O)c1ccc(Cl)cc1F | 2% | 5% | -1% | -10% | 0% | 23% | 8% | -2% | ?
COc1ccc(-c2noc(CCC(=O)NCC3CCCO3)n2)cc1 (centres undefined) | 1% | 0% | -5% | -3% | 0% | -3% | 8% | 9% | 11%
CC(C)(C)n1ncc2c(=O)n(CC(=O)c3ccccc3)cnc21 | -2% | 15µM* | -7% | ? | 7% | -3% | -10% | 3% | -17%
CCCN(CCC)S(=O)(=O)c1ccc(C(=O)Nc2nc(-c3ccccc3)c(C(=O)OCC)s2)cc1 | 10% | ? | 1% | 7% | -9% | 15% | -2% | 3% | 1%
CSc1ccc(CCNC(=O)c2ccc3c(c2)nc2n3CCCCC2)cc1 | / | -16% | / | -10% | / | ? | -8% | / | ?
O=c1[nH]c2cc3c(cc2cc1C(c1nnnn1C1CCCC1)N1CCCc2ccccc21)OCCO3 (centres undefined) | -1% | -28% | 0% | 19% | 0% | 7% | -9% | 1% | 8%
CCCn1c(SCC(N)=O)nnc1-c1ccco1 | 12% | 18% | -1% | 14% | -1% | 0% | 12% | 9% | 5%
O=C1NC(=O)/C(=C\c2ccc(OCc3cnc(Cl)s3)cc2)S1 | 9% | 5% | ? | 11% | 3% | -21% | -4% | 5% | 7%
CC(C)Oc1ccc(CNC(=O)Cn2c(=O)oc3ccccc32)cc1 | 11% | -21%&-18% | -20% | ? | 3% | -5%&-9% | 7%&-8% | -1% | -2%&-16%
CN(C)C(=O)CCC(=O)N1CCCCC1C(=O)Nc1ccc(Oc2ccccc2F)cc1 (centres undefined) | -11% | -1% | -3% | -11% | -2% | 8% | 1% | -3% | -20%
COc1cc(-c2noc(-c3ccc(NCc4ccccc4)c([N+](=O)[O-])c3)n2)cc(OC)c1OC | / | 12% | / | 20% | / | -1% | 2% | / | -2%
CCOc1ccc(C(C#N)N2CCOCC2)cc1OC (centres undefined) | 4% | 0% | -5% | -5% | 4% | 14% | -3% | 3% | 23%
C[C@H]1CCCCO[C@H](CN(C)Cc2ccc(C(=O)O)cc2)[C@@H](C)CN([C@@H](C)CO)C(=O)c2cc(NS(=O)(=O)c3cn(C)cn3)ccc2O1 | 3% | 0% | / | 21% | 11% | 9% | 10% | 4% | -9%
COc1ccc(CN(C)CC(=O)NC(=O)NCc2ccccc2)cc1OC | -6% | -16% | -2% | -16% | 18% | -4% | 7% | -11% | 26%
Cn1ccnc1C(=O)c1cc(=O)c2ccccc2o1 | 9% | 24% | -5% | -9% | -1% | 10% | -2% | 1%[9.24 µM] | 0%
Cc1cc(C)c2c(c1)cc(C)c1nnc(SCC(=O)Nc3ccc(S(=O)(=O)N4CCCCC4)cc3)n12 | -8% | 18µM* | 9% | 30% | 5% | -8% | 0% | -16% | -21%
O=C1NC(=S)S/C1=C1\Sc2ccccc2N1CCCS(=O)(=O)O | 17% | 6% | 0% | -1% | -17% | 11% | -21% | 29% | -2%
COc1cccc(NC(=O)COC(=O)c2ccc(F)cc2F)c1 | 5% | -9% | -5% | -14% | 20% | 0% | 6% | 8% | 8%
Cc1oc2c(C)c(O)ccc2c(=O)c1N1C(=O)c2ccccc2C1=O | 10% | -5% | 0% | 6% | -1% | -9% | -11% | 13% | -6%
CCCCOc1ccc(N2C(=O)CC(N(CCc3ccccc3)C(=O)/C=C/C(=O)O)C2=O)cc1 (centres undefined) | 15% | 1% | ? | -5% | 3% | -3% | 10% | 20% | 2%
NS(=O)(=O)c1ccc(CCNC(=O)c2cc3ccccc3oc2=O)cc1 | -2% | 0% | -8% | 1% | -1% | 1% | 8% | 2% | 13%
O=C(Nc1ccc2c(c1)OCCO2)C1CC(c2ccccc2Cl)=NO1 (centres undefined) | -5% | 3% | -6% | ? | 9% | 4% | -1% | 0% | 10%
CC1CCCCN1S(=O)(=O)c1ccc(S(=O)(=O)N(CC(=O)Nc2ccccc2)Cc2cccs2)cc1 (centres undefined) | 16% | -2% | -3% | -2% | 0% | -2% | -12% | 12% | 11µM*
CCNc1nc(NC(N)=S)nc(NC(C)(C)C)n1 | -24% | ? | 2% | 7% | 20% | -12% | -16% | -16% | 1%
CC(=O)Nc1ccc(S(=O)(=O)N2CCC(n3c(C)nc4cccnc43)CC2)cc1 | / | 12% | / | 6% | / | -10% | 8% | / | -5%
Cc1occc1C(=O)Nc1ccc(Br)cc1F | -2% | 19% | 16% | -3% | 9% | -6% | 16% | 0% | 3%
O=C(COC(=O)/C=C/c1cn(-c2ccccc2)nc1-c1cccnc1)Nc1ccc(Cl)cc1Cl | 4% | -19% | -4% | 15% | 10% | -3% | -6%[1.53 µM] | -1% | 5%
CC(C)C(=O)Nc1cccc(C(=O)Nc2ccc(S(=O)(=O)N3CCOCC3)cc2)c1 | -3% | 22% | -4% | 7% | 0% | -2% | 4% | -19% | 4%
Cc1ccc(NC(=O)c2ccnc(C(C)(C)C)c2)cc1 | 12% | -29% | -2% | ? | 3% | ? | 0% | 8% | -9%
CCc1nc(N)c(C#N)c(-c2ccc(OC)c(OC)c2)c1C | 5% | -9% | -1% | 15% | 5% | 16% | -15% | 2% | 19%
COc1cc(C(=O)NCCC(=O)NC(C)CCc2ccccc2)cc(OC)c1OC (centres undefined) | 17% | 17% | -20% | 3% | -4% | 16% | -5% | 26% | 7%
CC(C)(C)n1ncc2c(=O)n(Cc3ccc(Cl)cc3Cl)cnc21 | -4% | ? | -1% | 2% | 0% | ? | 66%[activator] | 0% | ?
COC(=O)CSc1nnc([C@H](Cc2ccccc2)NC(=O)OC(C)(C)C)o1 | 8% | 7% | -3% | 6% | -3% | 2% | -6% | 15% | -9%
CC(=O)Nc1ccccc1OCc1cnc(Cl)s1 | -2% | 0% | -6% | -9%[1.82 µM] | 9% | 2% | -7% | 2% | 27%
COc1ccc(C(=O)NCc2nnc(SCC(=O)Nc3nc4ccc(C)cc4s3)o2)cc1OC | -8% | ? | ? | -6% | 11% | 18% | -22% | -18% | ?
CN1C(=O)CSC1=Nc1cccc(Cl)c1 | 6% | 7% | -5% | ? | 6% | 3% | 5% | 9% | 1%
COc1ccc(C=O)cc1Cn1c(=O)n(CCC(=O)NCc2ccco2)c(=O)c2sccc21 | 1% | 27% | -1% | -8% | 12% | -1% | -2% | 4% | 7%
COCCCNS(=O)(=O)c1ccc(S(=O)(=O)N2CCCC2)cc1 | -2% | 6% | 0% | -9% | -6% | 11% | 5% | -3% | 4%
Cc1ccc(CNC(=O)C2CCC(CNS(=O)(=O)c3cccc4cccnc34)CC2)cc1 (centres undefined) | -3% | -24% | 30% | -1% | -2% | 4% | 5% | -6% | ?
COc1cc2ccccc2cc1C(=O)Nc1ccc2oc(-c3ccc(F)cc3)nc2c1 | / | 5% | / | 13% | / | 1% | -1% | / | 1%
Cc1ccc(S(=O)(=O)NCCn2cnc([N+](=O)[O-])n2)cc1 | 8% | 12% | -3% | 5% | 7% | ? | -1% | 5% | -2%
CC(C)C(=O)N1CCC(n2nccc2NC(=O)CCOc2ccccc2)CC1 | 17% | 4% | -2% | -8% | 5% | 1% | -13% | 3% | -18%
COc1ccc(CCn2c(-c3cccc([N+](=O)[O-])c3)nc3nc4ccccc4nc32)cc1OC | -6% | 3% | 1% | 1% | -2% | -5% | 0% | 1% | 0%
COc1ccc(CC(=O)Nc2ccc(OC(C)=O)cc2C(=O)O)cc1 | 0% | 10% | -36% | -7% | -2% | 1% | 7% | -2% | 8%
Cc1ccc2c(c1)N(C(=O)CCC(=O)NCc1ccccc1)CC(C)O2 (centres undefined) | 9% | -15% | -3% | 0% | -6% | 2% | 2% | -6% | ?
CN1CCN(S(=O)(=O)c2ccc(N3CCN(c4ccccc4O)CC3)c([N+](=O)[O-])c2)CC1 | -7% | ? | 3% | -10% | -15% | ? | -17% | -10% | 10µM*
CCOc1cc(N2CCOCC2)c(OCC)cc1NS(=O)(=O)c1ccc(Cl)s1 | ? | 5.2µM* | 18µM* | 28% | 2% | 6.5µM* | -23% | 4.1µM* | ?
CCCCC(=O)Nc1ccc(NC(=S)NC(=O)c2ccco2)cc1OC | 7% | -5% | 0% | 19% | 15% | 5% | 3% | 12% | 9%

# This is a random part of the collection (roughly 9.4% active in at least one column).
